ST2 IL33 inh – blocks human ST2 binding to IL-33; Q01638; AlphaLISA ST2-Fc/biotin-IL-33 interaction, 1 h; inhibition, % for hits at 17 µM; 78,000 compounds, 2.3% hits; AID 1259354; in the data active means inhibition above about 30%; inconclusive means mostly about 10% to 28%
Target sequence (Q01638 whole entry, looked up): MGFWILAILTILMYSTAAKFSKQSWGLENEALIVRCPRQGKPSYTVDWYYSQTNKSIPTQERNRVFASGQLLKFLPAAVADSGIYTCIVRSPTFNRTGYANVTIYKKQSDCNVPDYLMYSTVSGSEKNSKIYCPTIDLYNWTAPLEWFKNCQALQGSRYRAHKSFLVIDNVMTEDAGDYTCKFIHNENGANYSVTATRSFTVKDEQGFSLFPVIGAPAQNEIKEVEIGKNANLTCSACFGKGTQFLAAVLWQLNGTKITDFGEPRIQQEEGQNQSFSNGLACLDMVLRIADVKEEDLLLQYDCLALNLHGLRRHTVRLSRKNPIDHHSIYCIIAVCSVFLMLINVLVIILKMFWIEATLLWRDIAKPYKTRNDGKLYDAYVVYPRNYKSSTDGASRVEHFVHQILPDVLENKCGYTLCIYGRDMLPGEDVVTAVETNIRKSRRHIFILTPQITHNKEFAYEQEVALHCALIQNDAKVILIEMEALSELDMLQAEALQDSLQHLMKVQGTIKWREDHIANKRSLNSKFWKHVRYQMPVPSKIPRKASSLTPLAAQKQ
* = called active by the depositor; i = inactive; ? = inconclusive.

SMILES	ST2 IL33 inh
O=C(Nc1ccc(F)cc1)c1oc2ccccc2c1NC(=O)C1CCCCC1	i
C#CCSc1nc2sc(C)c(C)c2c(=O)n1-c1ccccc1	i
CC(=O)n1cc(/C=C2\N=C(c3cccc(C)c3)OC2=O)c2cc(Br)ccc21	i
Cc1ccc(OCc2nc(-c3ccccc3)no2)c(Br)c1	i
COc1ccc(C2CC(c3ccccc3)Nc3ncnn32)cc1 (centres undefined)	i
COc1ccc(S(=O)(=O)NCC(c2cccnc2)N2CCN(c3ccccc3F)CC2)cc1 (centres undefined)	i
CCSc1nnc2c(n1)OC(c1cccs1)N(C(=O)CC)c1ccccc1-2 (centres undefined)	?
O=C1C2CC=CCC2C(=O)N1c1ccc(Cl)c(F)c1 (centres undefined)	?
Cc1ccc(S(=O)(=O)N2CCN(Cc3ccccc3)CC2)cc1[N+](=O)[O-]	?
CC1CC(=O)N(CC(=O)NC2CCCCC2)c2ccccc2S1 (centres undefined)	i
Cc1nn(C)c(Cl)c1-c1c(-c2ccccc2)ncn1C1CC=CC1	i
Cc1ccc(C(=O)CN2C(=C(O)c3ccccc3)C(=O)c3ccccc3S2(=O)=O)c(C)c1	?

(more compounds)
SMILES	ST2 IL33 inh
CCCNS(=O)(=O)c1cc(OC)ccc1OC	i
C=CCn1cc(CNCc2ccc(F)cc2Cl)c(C)n1	?
CCC1CCC(N2CCCN(C)CC2)CC1 (centres undefined)	?
O=C(CSc1nc2c(c(=O)n1-c1ccc(Cl)cc1)SCC2)N1CCCCC1	i
CC(Cc1cnccn1)NC(=O)CCc1c[nH]c2ccccc12 (centres undefined)	i
COc1ccc(NC(=O)O[C@@H]2CO[C@H]3[C@@H]2OC[C@@H]3Nc2nccc(-c3cccc(F)c3)n2)cc1	?
COc1ccc(C(=O)N2CCN=C2SCc2ccccc2F)cc1OC	i
O=C(NCCN1CCN(c2ccccc2)CC1)c1ccc2nc3cc(Cl)ccc3c(=O)n2c1	i
c1cncc(COC2CCN(Cc3ccc(C4CCCCO4)o3)CC2)c1 (centres undefined)	?
COc1ccc(N=c2scc(-c3ccc(OC)cc3F)n2CCO)cc1	?
COC1=CC(=O)O[C@@H](CCc2ccccc2)[C@@H]1O	?
CCOC(=O)CSC1=C(C#N)C(c2sccc2C)C(C(C)=O)=C(C)N1 (centres undefined)	i

Continued:
SMILES	ST2 IL33 inh
Cc1ccc2nc(-c3ccc(N=Cc4ccc5c(c4)OCO5)cc3O)oc2c1	32%*
CC1=CC[C@@H]2CN(C(=O)CCCn3cncn3)C[C@@H]2C1	i
CCOC(=O)C1(Cc2ccc(OC)cc2)CCN(C(=O)CSc2nncn2C)CC1	i
CC(NC(=O)c1ccco1)C(c1cccs1)N1CCN(c2ccccc2F)CC1 (centres undefined)	i
CCN(CC)Cc1ccc(C(=O)O)cc1	i
CCOc1ccc(NC(=O)Cc2ccccc2)cc1	i
O=C(COc1ccc(Cl)cc1)Nc1nc2ccccc2s1	i
COc1ncccc1-c1ccc(NS(C)(=O)=O)nc1	i
Cc1cccc(NC(=O)c2cc3ccccc3o2)c1	i
Cc1cc2c(cc1C)C(c1ccc(Cl)cc1Cl)CC(=O)N2 (centres undefined)	?
CN(C(=O)c1ccc(Cl)cc1Cl)C12CC3CC(CC(C3)C1)C2	?
C=CCOc1ccc(C2C(C#N)=C(N)OC(C)=C2C(C)=O)cc1 (centres undefined)	?

Retrieved by compound from the list above:
SMILES	ST2 IL33 inh
CCOC(=O)C1(Cc2ccc(OC)cc2)CCN(C(=O)CSc2nncn2C)CC1	i
CC1=CC[C@@H]2CN(C(=O)CCCn3cncn3)C[C@@H]2C1	i
CCOc1ccc(NC(=O)Cc2ccccc2)cc1	i

New compounds follow
SMILES	ST2 IL33 inh
CCOC(=O)c1sc2nc(C)nc(Nc3ccc(C)cc3)c2c1C	i
Cc1ccc(CC2(NC(=O)/C=C/c3cnn(C)c3)CC2)cc1	?
O=C(O)c1c[nH]c2ccc(S(=O)(=O)N(CCO)Cc3ccccc3)cc2c1=O	i
Cn1c(=O)c2c(nc(NCc3ccccc3)n2Cc2cccc(F)c2)n(C)c1=O	i
O=C(Cc1ccc(F)cc1)NC1CC(=O)N(c2ccc(F)cc2)C1 (centres undefined)	i
Cc1cccc(C2=N/C(=C\c3ccco3)C(=O)O2)c1	47%*
CC(=O)Nc1ccc2nc(CN3CCCC(CCC(=O)N4CCOCC4)C3)ccc2c1 (centres undefined)	i
O=C(C1CCCC1)N1CCN=C1SCc1cccc(Cl)c1	i
COc1cc(N2C[C@H]3CC=C(C)C[C@H]3C2)ncn1	?
CC1C2NC(=O)N(Cc3ccccc3)C1(C)Oc1ccccc12 (centres undefined)	i
CN(C)c1ccc(CN2CC[C@H](c3nnc(-c4ccco4)o3)C2)cc1	i
CCOc1c(Nc2ccc(C)c(C)c2)c(=O)c1=O	i

Further results follow.
SMILES	ST2 IL33 inh
Oc1ccccc1-c1nc2ccccc2s1	i
CCOC(=O)c1[nH]c2ccccc2c1NC(=O)C1CC1	i
Cc1ccc(N(C(=O)c2ccc(C(C)(C)C)cc2)C2C=CS(=O)(=O)C2)cc1 (centres undefined)	i
O=c1c(Oc2ccccc2)c(C(F)(F)F)oc2c3c(ccc12)OCCO3	?
CC(=O)c1ccc(Oc2ccc([N+](=O)[O-])cc2)cc1	i
COC(=O)c1c(NC(=O)COc2cccc(Br)c2)sc2c1CCCC2	i
Cc1ccc(C)c(N(C)S(=O)(=O)c2cccc3nsnc23)c1	i
OC12CC(Cc3cccnc31)c1ccccc12 (centres undefined)	i
CCOc1ccc(C2C(C#N)=C(N)OC3=C2C(=O)CC(C)(C)C3)cc1 (centres undefined)	?
O=C(O)C[C@@H]1CCN(C(=O)Cc2ccccc2)C[C@@H]1CCN1C[C@@H]2C[C@H](C1)c1cccc(=O)n1C2	?
CCOc1ccccc1NC(=O)C1c2cc(OC)c(OC)cc2C(=O)N(C)C1c1cccs1 (centres undefined)	i
O=c1c(-c2ccc(Cl)cc2Cl)coc2c(CN3CCCCC3)c(O)ccc12	i

Going on with the list:
SMILES	ST2 IL33 inh
Cc1ccc(C2Nc3ccccc3C(=O)N2Cc2ccccc2)cc1 (centres undefined)	i
COc1cc(/C=C2\SC(c3ccc(C)cc3)=NC2=O)cc(OC)c1O	80%*
Cc1cc(C)c2c(N)c(C(=O)Nc3ccc(Cl)cc3)sc2n1	?
COc1ccc(Nc2ccc(C(=O)N3CC(=O)Nc4ccccc43)cc2[N+](=O)[O-])cc1	?
O=C(NC1CCCCC1)c1cnc(N2CCN(c3ccccn3)CC2)c2ccccc12	i
CC(C)NC(=O)C1CC(=O)N(C2CCCCCC2)C1 (centres undefined)	i
Cc1ccc(NCCC(=O)c2ccc(C)o2)cc1	31%*
CCOc1cc(C2C(C#N)=C(N)Oc3n[nH]c(COC)c32)ccc1OC (centres undefined)	i
Cc1cc(N2CCOCC2)nc(N2CCN(S(=O)(=O)c3ccccc3F)CC2)n1	?
Cn1c(=O)c2c(nc(SCc3ccc(F)cc3)n2Cc2ccccc2)n(C)c1=O	i
O=C1c2ccccc2C(=O)[C@H]2C3c4ccccc4C(c4ccccc43)[C@@H]12	32%*
CCn1cnc2sc(C(=O)Oc3ccc(Br)cc3)c(C)c2c1=O	?

Structural class, the entries above containing an NH in an aromatic ring (four)
SMILES	ST2 IL33 inh
CC(Cc1cnccn1)NC(=O)CCc1c[nH]c2ccccc12 (centres undefined)	i
O=C(O)c1c[nH]c2ccc(S(=O)(=O)N(CCO)Cc3ccccc3)cc2c1=O	i
CCOC(=O)c1[nH]c2ccccc2c1NC(=O)C1CC1	i
CCOc1cc(C2C(C#N)=C(N)Oc3n[nH]c(COC)c32)ccc1OC (centres undefined)	i

The listing continues:
SMILES	ST2 IL33 inh
Cc1cccc(OCC(=O)Nc2ccc(C)c(OCc3cc(=O)n4cccc(C)c4n3)c2)c1	i
NC(=O)c1ccccc1/C=C/c1ccccc1	i
CC(C)c1nccc(CN(C)Cc2ccc3nsnc3c2)n1	?
O=C(NCCCc1ccccc1)c1ccc([N+](=O)[O-])cc1Cl	?
Cc1ccc2ccc(C(Nc3ccccn3)c3cccnc3)c(O)c2n1 (centres undefined)	i
c1ccc(CN2CCN(Cc3c[nH]c4ccccc34)CC2)nc1	i
O=C(Nc1nc2ccccc2s1)c1cc(=O)c2ccccc2o1	i
Cc1ccc(S(=O)(=O)N2CCN(c3cc(-c4cccc(F)c4)ncn3)CC2)c(C)c1	i
CCOC(=O)Cn1c(=O)n(-c2ccc(C)c(C)c2)c2nc(-c3ccccc3OCC)nc(C(N)=O)c21	i
COc1ccc(C2C(C(=O)c3cccs3)=C(O)C(=O)N2CCN2CCOCC2)cc1OC (centres undefined)	i
O=C(COc1ccccc1)Nc1ccc(Cl)cc1	i
O=[N+]([O-])c1ccc(C=Nc2ccccc2-c2nc3ccccc3[nH]2)o1	?

(list continues)
SMILES	ST2 IL33 inh
O=C(COc1ccccc1[N+](=O)[O-])Nc1ccc(N2CCCC2)cc1	?
CC(=O)N1C[C@@H]2OCC(=O)N(C(C)C)[C@@H]2C1	i
CN1CC2(CCCN(c3noc(-c4ccccc4)n3)CC2)OC1=O (centres undefined)	i
O=C(Nc1ccc2c(c1)CN(C(=O)c1cnccn1)CC2)c1ccccc1Cl	?
COc1ccccc1Nc1nc(-c2ccc(S(=O)(=O)N3CCCCC3)cc2)cs1	i
Cc1nc(CN2CCN(C(=O)c3cc(COc4cncc(Cl)c4)on3)CC2)cs1	i
Cc1cc([N+](=O)[O-])nn1CCCC(=O)Nc1ccc(F)c(Cl)c1	?
CCc1ccccc1NC(=O)CN1CCCN(Cc2cccc(F)c2)S1(=O)=O	i
O=C(CNS(=O)(=O)c1cccs1)NC1CCCCCC1	i
Cc1ccc(CN2CCC(CN(C)Cc3sc(N4CCCC4)nc3Cl)CC2)o1	i
Cn1c(=O)cc(SCC(=O)NCCCN2CCN(c3ccccc3F)CC2)c2ccccc21	i
COCC(=O)N(C[C@H]1O[C@@H](CC(=O)NC(C)C)[C@H](O)[C@@H]1O)C[C@H]1O[C@@H](CC(=O)NC(C)C)[C@H](O)[C@@H]1O	?

The results go on:
SMILES	ST2 IL33 inh
COC(=O)NC1CCC(NC(=O)OC)CC1 (centres undefined)	?
Fc1cccc(NC2CCCN(Cc3cnc(N4CCCC4)s3)C2)c1 (centres undefined)	?
CCCCN(C)C(=O)NC1(C(F)(F)F)Oc2ccc(Cl)cc2O1 (centres undefined)	i
COCCC(=O)N[C@H]1CC[C@]2(C)CCC([C@H](C)C(=O)N(C)Cc3ccccc3)[C@H](O)[C@H]2[C@@H]1C (some centres undefined)	?
Cc1cc(C(C)(C)C)cc(S(=O)(=O)Nc2ccc(C(=O)N3CCOCC3)cc2)c1C	i
CCCCc1nc(SCC(=O)Nc2ccc(Br)cn2)n[nH]1	i
Cc1c(S(=O)(=O)N2CCN(c3cc(-c4cccc(F)c4)ncn3)CC2)cnn1C(F)F	i
C=CCN(C(=O)CCNC(=O)c1ccccc1F)C1CCCC1	i
Cc1ccc2nc(N3CCOCC3)c(C=O)cc2c1	i
COc1ccc(-n2ncc3c(Nc4ccc(F)c(Cl)c4)ncnc32)cc1	i
COc1cccc(-c2nc(CN(C)C3CCCc4ccccc43)c(C)o2)c1OC (centres undefined)	i
Cc1ccc(S(=O)(=O)CC(N)=O)cc1	i

(list continues)
SMILES	ST2 IL33 inh
COc1cc(NS(=O)(=O)c2ccc(NC(=O)c3ccc(C(C)=O)cc3)cc2)ncn1	i
CC[N+](C)(C)c1cccc(O)c1	?
CC(C)CC(=O)OCC1=CCCC2C1(C)CCC(C)C2(C)CCC(C)CC(=O)O (centres undefined)	i
CCCOc1ccc(C2Oc3ccc(Br)cc3C=C2[N+](=O)[O-])cc1OC (centres undefined)	44%*
CC(NS(=O)(=O)c1ccc([N+](=O)[O-])cc1)C(=O)O (centres undefined)	i
COc1ccc(OCc2ccccc2F)c(/C=C2\C(=O)NN(c3ccccc3)C2=O)c1	35%*
Cc1ccc(S(=O)(=O)NC[C@H]2O[C@@H](CC(=O)N3CCCC3)[C@H](O)[C@@H]2O)cc1	?
c1nc(NCCc2noc(C3CC3)n2)cc(N2CCCCC2)n1	i
Cn1c(=O)cc(SCC(=O)Nc2ccccn2)c2ccc(Cl)cc21	i
Cc1cc(C)nc(Sc2ccc([N+](=O)[O-])cn2)n1	i
CCN(c1cccc(C)c1)c1ncnc(N)c1[N+](=O)[O-]	i
CCOC(=O)c1c(NC(=O)C(C)Sc2cn(C)c3ccccc23)sc2c1CCC2 (centres undefined)	?

Next part
SMILES	ST2 IL33 inh
CC(C)N(Cc1ccccc1)C(=O)c1ccco1	i
Cc1ncsc1CCn1ccnc1-c1cc2ccccc2n(C)c1=O	i
COc1cccc(C(O)=Cc2nc3cc(Cl)ccc3oc2=O)c1	i
O=C1NC(=O)/C(=C\c2ccc(-c3cccc(Cl)c3)o2)S1	i
CC(C)(C)c1ccc(S(=O)(=O)NCc2nc3cccnc3n2Cc2ccccc2Cl)cc1	i
CCCCCCCCCCCCCCCC(=O)OC(CC(=O)O)C[N+](C)(C)C (centres undefined)	?
CCOC(=O)CN1C(=O)C2(OCCCO2)c2ccccc21	i
Cc1nc(=O)[nH]c(C)c1CCC(=O)N1CCc2c(ncnc2N(C)C)C1	?
O=C(NC1=NCCS1)C1CC2CCC1C2 (centres undefined)	i
Cc1cc(COc2ccccc2)oc1C(=O)N1CCCC(O)(CO)CC1 (centres undefined)	i
O=C1CSC(c2ccc(Br)cc2)N1c1ccccc1 (centres undefined)	?
CC(=O)N1c2c(cc(Br)cc2S(=O)(=O)N2CCOCC2)CC1C (centres undefined)	i
CCCc1nc2nc[nH]n2c(=O)c1NC(=O)Nc1cc(Cl)c(OC)cc1OC	i
CCOC(=O)Cn1c(=O)n(-c2ccc(F)cc2)c2nc(-c3ccccc3)nc(C(N)=O)c21	i
Cc1cc(C)cc(-n2cc(-c3ccc4c(c3)OCO4)[nH]c2=O)c1	?

Source: PubChem

The list is partial; rates above refer to the full screens.
